Screens from PubChem BioAssay.
esBAF inh = SWI/SNF esBAF complex inhibition. mouse ES cells, Bmi1-luciferase knock-in reporter, 24 h; 100% = twice the neutral-well signal. actives 2% (n = 350,000). reporter increase, % at 12.5 µM; in the data active means activation above about 40%; inconclusive means no clear call, values can overlap the other calls;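 further: 0% = median of the plate's neutral control wells and 100% = double that signal; a rise in the Bmi1 reporter signal indicates esBAF inhibition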
ARNT-TACC3 inh = disrupts binding between human ARNT and TACC3 | AlphaScreen His-ARNT PAS-B/GST-TACC3 binding, luminescence; TACC3 fragment carries E629A point mutation | inhibition, % at 9.99 µM | actives 0.66% (n = 390,000) | AID 623870;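 active means mean inhibition of replicates at least 50% and at least half of replicates each reaching 50%; inconclusive means half or more replicates reach 50% but mean below 50%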;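 further: 0% = complete ARNT plus TACC3 wells and 100% = ARNT alone without TACC3; many hits fall short of the cut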
RAD54 branch = blocks human RAD54 Holliday junction branch migration | actives 0.14% (n = 360,000) | FAM/BHQ fluorescence | Q92698 | inhibition, % at 10.4 µM;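 active means mean normalized replicate activity at least 40 and at least half of replicates scoring 40 or more; inconclusive means only one of the two criteria met; inactive means mean below 40 and under half of replicates reaching 40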;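 further: 0% = median of neutral control wells and 100% = median of positive control wells; inhibitors cause a drop in the FAM fluorescence signal; in these data hits start at about 50%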
Target sequence (Q92698 whole entry, looked up): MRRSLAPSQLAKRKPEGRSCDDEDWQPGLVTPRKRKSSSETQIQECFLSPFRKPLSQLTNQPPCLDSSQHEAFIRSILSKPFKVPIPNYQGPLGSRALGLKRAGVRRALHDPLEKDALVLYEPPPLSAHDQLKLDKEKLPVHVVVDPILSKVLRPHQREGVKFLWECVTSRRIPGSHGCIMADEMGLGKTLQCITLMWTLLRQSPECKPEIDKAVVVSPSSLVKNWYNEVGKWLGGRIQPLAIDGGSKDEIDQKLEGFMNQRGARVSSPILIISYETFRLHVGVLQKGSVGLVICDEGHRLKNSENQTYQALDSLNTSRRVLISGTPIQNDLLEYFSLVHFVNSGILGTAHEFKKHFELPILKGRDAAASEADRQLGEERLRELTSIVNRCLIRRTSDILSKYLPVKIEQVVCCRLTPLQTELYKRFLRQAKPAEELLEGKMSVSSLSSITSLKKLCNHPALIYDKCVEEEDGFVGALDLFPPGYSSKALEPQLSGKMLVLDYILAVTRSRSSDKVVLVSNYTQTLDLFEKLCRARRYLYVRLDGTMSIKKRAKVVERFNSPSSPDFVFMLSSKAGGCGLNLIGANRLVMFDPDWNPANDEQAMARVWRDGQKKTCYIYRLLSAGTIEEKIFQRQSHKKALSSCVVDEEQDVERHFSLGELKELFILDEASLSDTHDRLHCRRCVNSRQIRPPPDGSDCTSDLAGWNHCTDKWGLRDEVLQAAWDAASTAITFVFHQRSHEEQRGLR
Numbers without * were called inactive; ? = inconclusive. The list is partial; the hit share may differ from the screen's.

compound	esBAF inh	ARNT-TACC3 inh	RAD54 branch
COc1ccc(N2CCN(C(=O)c3ccc(NC(=O)C4=CSCCO4)cc3)CC2)cc1	10	8	-1
C/C(Cl)=C\CNC(C)c1ccccc1 (stereo unspecified)	-8	-8	10
O=C(CSc1nnnn1-c1ccccc1)N1CCN(C(=O)c2ccco2)CC1	-6	6	-11
O=C(c1cc2cc3ccc(Cl)cc3nc2o1)N1CCCCCC1	32	-3	-4
Cc1ccc(-c2[nH]c(=O)n3ccncc23)s1	5	-6	-5
CCN(CC)S(=O)(=O)c1ccc(NC(=O)CN(c2cccc(F)c2)S(C)(=O)=O)cc1	-3	0	-12
COc1cccc(NC(=O)NCCCN2CCN(c3ccc(F)cc3)CC2)c1	0	15	6
c1ccc(N(c2ccccc2)c2nc(N3CCCC3)nc(-n3ccnc3)n2)cc1	-13	13	15
COC(=O)C1=CN(C(C)C)C=C(C(=O)OC)C1c1cc2c(cc1Br)OCO2	-1	-28	0
CC(=O)Oc1ccccc1N1C(=O)c2ccc(C(=O)O)cc2C1=O	-2	5	-9
Cc1ccc(-c2n[nH]c(=S)n2/N=C/c2cc3c(cc2[N+](=O)[O-])OCO3)cc1	-5	2	0
COc1ccc(CCNc2oc(COc3ccc(F)cc3)nc2C#N)cc1	-3	-1	9
O=C(COC(=O)c1ccccn1)Nc1nccs1	2	-1	-7
COc1ccc(OCC(O)COc2ccc(C(=O)O)cc2)cc1 (stereo unspecified)	2	1	5
O=C(CN(Cc1ccco1)C(=O)CCC(=O)Nc1nccs1)NCc1ccccc1	-4	-2	-2
CC1(C)NC(=O)N(CC(=O)O)C1=O	-7	-5	1
CC(c1ccco1)N(C(=O)C12CC3CC(CC(C)(C3)C1)C2)c1ccccn1 (stereo unspecified)	0	-2	-4
CCOc1ccc(NC(=O)Nc2cc(C)ccc2F)cc1	?	3	6
Cc1c(C(=O)NC(C)C)oc2c1-c1[nH]ncc1CC2	-6	19	4
CCCCOc1ccc(-c2nc(-c3cccnc3)no2)cc1	7	-2	6
CCCC1(c2ccccc2)NC(=O)N(CC(=O)c2[nH]c(C)c(C(=O)OCC)c2C)C1=O (stereo unspecified)	-64	11	-1
CC1CCN(CCNC(=O)c2ccc3c(=O)n(Cc4ccc(Cl)cc4)c(=S)[nH]c3c2)CC1	-3	10	2
COC(=O)c1ccccc1NC(=O)Cn1cc(Br)cn1	-3	2	7
O=C(Cn1c(NCCO)nc2ccccc21)NCCc1ccc(F)cc1	-6	-5	9
Cc1cc(=O)[nH]c(SCC(=O)Nc2cccc(C(F)(F)F)c2)n1	-4	-3	13
CCN(CC)CCn1c2ccccc2c2nc(C)sc21	-2	7	3
O=C1CCCC2=C1C(c1ccccc1O)C1=C(CCCC1=O)O2	1	-3	-4
CCOc1cc2c(cc1C(C)(C)C)NC(=O)CS2	-8	-3	-12
CCS(=O)(=O)N1CCC(C(=O)NCCCN2CCC(Cc3ccccc3)CC2)CC1	-8	-2	-8
CC(C)n1c(-c2ccc(N(C)C)cc2)nc2ccccc21	6	12	-20

Part of the list above, with each value named:
> COc1cccc(NC(=O)NCCCN2CCN(c3ccc(F)cc3)CC2)c1
  esBAF inh = 0
  ARNT-TACC3 inh = 15
  RAD54 branch = 6

> c1ccc(N(c2ccccc2)c2nc(N3CCCC3)nc(-n3ccnc3)n2)cc1
  esBAF inh = -13
  ARNT-TACC3 inh = 13
  RAD54 branch = 15

> COC(=O)C1=CN(C(C)C)C=C(C(=O)OC)C1c1cc2c(cc1Br)OCO2
  esBAF inh = -1
  ARNT-TACC3 inh = -28
  RAD54 branch = 0

> CC(=O)Oc1ccccc1N1C(=O)c2ccc(C(=O)O)cc2C1=O
  esBAF inh = -2
  ARNT-TACC3 inh = 5
  RAD54 branch = -9

Ordered by length of the SMILES (largest number first): some entries from above.
compound	esBAF inh	ARNT-TACC3 inh	RAD54 branch
CC1CCN(CCNC(=O)c2ccc3c(=O)n(Cc4ccc(Cl)cc4)c(=S)[nH]c3c2)CC1	-3	10	2
O=C1CCCC2=C1C(c1ccccc1O)C1=C(CCCC1=O)O2	1	-3	-4
CCCCOc1ccc(-c2nc(-c3cccnc3)no2)cc1	7	-2	6
CCOc1ccc(NC(=O)Nc2cc(C)ccc2F)cc1	?	3	6

Exported with two lines to a compound: part of the list above.
Each structure is followed by: esBAF inh, ARNT-TACC3 inh, RAD54 branch
CCCC1(c2ccccc2)NC(=O)N(CC(=O)c2[nH]c(C)c(C(=O)OCC)c2C)C1=O (stereo unspecified)
→ -64, 11, -1
CC1CCN(CCNC(=O)c2ccc3c(=O)n(Cc4ccc(Cl)cc4)c(=S)[nH]c3c2)CC1
→ -3, 10, 2

Other entries follow:
compound	esBAF inh	ARNT-TACC3 inh	RAD54 branch
Cc1c(-n2cc(C(=O)O)c(=O)c3cc(F)c(N4CCCC4)c(F)c32)c(=O)n(-c2ccccc2)n1C	3	1	-3
CCCNC(=O)NS(=O)(=O)c1cnccc1Sc1ccc(Cl)cc1	-2	-8	-5
Fc1ccc(-c2cnc(-c3cccs3)o2)cc1	-12	-7	4
CCOC(=O)c1ccccc1NC(=O)C1COc2ccccc2O1 (stereo unspecified)	-4	-8	2
CCOC(=O)C(=CNc1ccccc1C)C(=O)OCC	7	0	14
COc1ccc(NC(=O)Cc2ccc(Cl)cc2)cc1NC(=O)c1ccco1	4	-1	-1
Cc1nnc(C)n1/N=C/c1cccn1C	1	4	-2
C=CCn1c(SCC(=O)Nc2ccccc2)nc2scc(-c3cccs3)c2c1=O	-10	-2	-4
CCN(CC)C(=O)CSc1ncnc2sc(-c3ccccc3)cc12	63*	1	-2
O=C(Cc1ccc(Cl)cc1)Nc1cccc(-c2nnc(-c3ccco3)o2)c1	2	-4	9
CCOc1ccc(C(=O)N2CCc3cc(OC)c(OC)cc3C2)cc1OCC	4	9	5
Cc1ccc(NC(=O)OCc2cn(-c3ccc(Cl)cc3)nn2)cc1	4	-3	8
COC(=O)c1c(-c2cccc3ccccc23)csc1NC(=O)Cc1ccc(OC)c(OC)c1	10	-7	-1
N#Cc1cc2c(nc1SCC(=O)Nc1sc3c(c1C#N)CCC3)CCC2	-1	-5	-1
CC(=O)Nc1ccc(S(=O)(=O)N2CCN(C34CC5CC(CC(C5)C3)C4)CC2)cc1	13	0	-2
c1ccc(OCc2nn3c(Cn4nnc5ccccc54)nnc3s2)cc1	-2	4	12
CC(C/C=N/NC(=O)COc1cc(Cl)ccc1Cl)c1ccccc1 (stereo unspecified)	-2	-6	1
CCSc1nnc(N)s1	-8	-5	-9
CCOC(=O)c1cc2c(ccn2C)n1CC(=O)N1CCN(c2ccccc2)CC1	-8	-48	5
CC(C)OC(=O)c1c(F)c(F)c(N2CCOCC2)c(F)c1F	14	-36	-15
CCOC(=O)C1=C(CC)OC(N)=C(C#N)C1c1ccc(OC)cc1OC (stereo unspecified)	5	1	-3
COc1ccccc1NC(=O)CN1CCN(C(=O)c2ccco2)CC1	3	-1	0
C=CCN(CC(=O)NCc1ccccc1)C(=O)c1csnn1	-5	-2	-9
CCOC(=O)c1nn(-c2c(C)n(C)n(-c3ccccc3)c2=O)cc1O	-8	-3	0
O=C(N/N=C/C1C(c2ccccc2)C1(Cl)Cl)c1cccc(Br)c1 (stereo unspecified)	3	-4	-2
O=C(O)CN(Cc1ccccc1)S(=O)(=O)c1ccc(F)cc1	3	0	-2
Cc1ccccc1-c1coc2cc(O)ccc2c1=O	19	1	0
CC(=O)OCCN(Cc1ccccc1)Cc1ccc2c(c1)OCO2	-8	-13	-21
COCn1c(=O)c2c(nc(SC3=NCCS3)n2Cc2ccccc2C)n(COC)c1=O	0	1	-6
CCc1c(C)nc(SCc2cccnc2)[nH]c1=O	-3	24	-5
Cc1ccccc1Cn1ccc(NC(=O)c2nc3ncccn3n2)n1	18	6	-3
O=C(NCCCN1CCCCCC1)c1ccc(CS(=O)(=O)Cc2ccccc2F)o1	-11	20	-12
CCOc1ccc(S(=O)(=O)N2CCN(S(=O)(=O)c3ccc(OCC)cc3)C(C)C2)cc1 (stereo unspecified)	8	3	2
CCOc1ccccc1Oc1cn[nH]c1-c1ccc(OC)cc1O	3	-2	6
CCc1ccc(NC(=O)COn2nnc3ccc(S(=O)(=O)N(C)C)cc32)cc1	8	2	2
CCC(CC)NC(=O)C1CCN(S(=O)(=O)c2cccs2)CC1	4	-3	-9
CCN(CC)c1ccc(CC(=O)NC(C)Cc2ccccc2)cc1 (stereo unspecified)	3	-10	-2
Cc1occc1-c1nnc(SCC(=O)NCCc2ccccc2)n1Cc1ccccc1	-5	-17	-1
CC(NC(=O)C1CC2CCCC(C1)C2=O)c1ccccc1 (stereo unspecified)	-1	-2	2
Cc1cc(C)n2c(SCc3ccccc3Cl)nnc2n1	27	-1	12
C=CCSc1ncccc1C(=O)NCc1ccc(C)cc1	4	-7	-2
COc1ccc(N(C)S(=O)(=O)c2cccc(C(=O)Nc3ccc(-n4cnnn4)cc3)c2)cc1	2	-6	8
CC(C)CNC(=O)c1cc2nc3c(c(C(F)(F)F)n2n1)CCc1ccccc1-3	-2	-7	-6
Cc1onc(-c2ccccc2Cl)c1C(=O)NCc1cccs1	0	-10	-2
COC(=O)C1=C(C)N(C)C(=O)/C1=C\c1ccco1	-11	4	-5

Whole records from above. Order of values: esBAF inh | ARNT-TACC3 inh | RAD54 branch
Record of `Cc1cc(C)n2c(SCc3ccccc3Cl)nnc2n1` → 27 | -1 | 12
Record of `CCOc1ccc(S(=O)(=O)N2CCN(S(=O)(=O)c3ccc(OCC)cc3)C(C)C2)cc1` (stereo unspecified) → 8 | 3 | 2
Record of `CCOc1ccccc1Oc1cn[nH]c1-c1ccc(OC)cc1O` → 3 | -2 | 6
Record of `CC(C)CNC(=O)c1cc2nc3c(c(C(F)(F)F)n2n1)CCc1ccccc1-3` → -2 | -7 | -6
Record of `O=C(NCCCN1CCCCCC1)c1ccc(CS(=O)(=O)Cc2ccccc2F)o1` → -11 | 20 | -12

Remaining list, next part.
compound	esBAF inh	ARNT-TACC3 inh	RAD54 branch
C=CCSc1n[nH]c2nc3c(c(=O)n12)C1(CCCC1)Cc1ccccc1-3	-14	1	-6
O=C(COC(=O)c1ccc(S(=O)(=O)N2CCOCC2)cc1)Nc1nc(-c2ccccc2)cs1	33	-6	-3
Cc1nonc1NC(=O)CSc1nnc(-c2ccoc2C)n1C	-7	-1	0
O=C(CCN1C(=O)c2ccccc2C1=O)Nc1ccncc1	-13	-1	-5
CCNS(=O)(=O)c1ccc2c3c(cccc13)C(=O)N2	7	-9	-18
N/C(=N\OS(=O)(=O)c1cc(Cl)ccc1Cl)c1ccncc1	-5	-2	5
CCOC(=O)c1cnc2ccc(C)cc2c1Sc1ccccc1C(=O)OC	1	-6	3
Cc1ccc(C2C3=C(CC(C)(C)CC3=O)Nc3n[nH]c(C)c32)cc1 (stereo unspecified)	-4	0	-10
COc1ccccc1N1CCN(CC(=O)c2ccc3ccn(C(C)=O)c3c2)CC1	3	-2	7
CCOC(=O)c1c(NC(=O)CSc2nnnn2C)sc(C)c1C	0	-1	16
COc1ccc(OC)c(C(=O)COC(=O)c2ccc(C)o2)c1	35	-5	-1
COc1ccc(NC(=O)C2C3C=CC(O3)C2C(=O)NCc2cccnc2)cc1 (stereo unspecified)	2	1	-3
O=C(COC(=O)c1ccc(Sc2ccccc2)c([N+](=O)[O-])c1)NC1CCCc2ccccc21 (stereo unspecified)	3	-2	3
O=C(O)C1CCN1C1CCCCC1 (stereo unspecified)	-3	14	-19
Cc1noc(C)c1C(=O)N1CCC(Cc2ccccc2)CC1	-2	10	-4
Cc1nc(N2CCN(c3ccccc3)CC2)nc2c1C(=O)CC(c1ccccc1)C2 (stereo unspecified)	1	0	-2
CCCS(=O)(=O)Nc1ccc(-c2cn3c(n2)SCC3)cc1	1	4	5
Cc1nc(N)sc1N=Nc1ccc(Br)cc1	75*	6	5
Cc1nc2ccccc2n1C1CC(=O)N(Cc2ccccc2)C1=O (stereo unspecified)	-18	4	-2
O=c1cc(O)c2c(=O)n(-c3ccccc3)c3ccccc3c2o1	6	-1	-1
